Anesthetic bind – binds horse apoferritin like a general anesthetic. P02791. Potency, µM (titrated, usually from 77.5 µM), without a hit: at the top dose activity change, negative = displacement, most hits filed as inhibitors. apoferritin/1-aminoanthracene competitive binding, fluorescence. 350,000 compounds, 0.074% hits; note: potency is the fitted concentration of half-maximal effect; % is set by controls: 0 for no effect and ±100 for the full control effect; nearly all actives have a fitted effect of over 20% in size
Target sequence (P02791 2-175 limits assumed): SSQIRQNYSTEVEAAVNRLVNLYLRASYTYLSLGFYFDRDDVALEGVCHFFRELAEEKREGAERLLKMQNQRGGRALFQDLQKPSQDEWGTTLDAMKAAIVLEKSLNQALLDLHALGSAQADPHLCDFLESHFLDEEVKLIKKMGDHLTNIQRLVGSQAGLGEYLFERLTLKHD
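10 uM apoferritin + 50% sat. 1-AMA, PBS; cpd 10 min RT; Ex380/Em535 endpoint; normalized to free probe vs complex; 4-param Hill fit; propofol titration as pos. ctrl.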
LDHA block – inhibitors of human lactate dehydrogenase A | activity change, % (values are at about 110 or 230 µM) | AID 1347041 | 480,000 compounds, 0.15% hits | P00338 | purified LDHA, NADH/diaphorase-resazurin fluorescence; active compounds read low; in the data active = activity change below about -30%; inconclusive = mostly about -25% to -30%;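 note: plate controls were DMSO wells for no effect and wells without enzyme for full effect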
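Enzyme activity of human lactate dehydrogenase 5 (2 nM; 0.06 mM NADH, 0.2 mM pyruvate, 5 min, RT) is measured via a resazurin/diaphorase fluorescence readout of residual NADH.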
Pol kappa inh – inhibitors of human DNA polymerase kappa | 400,000 compounds, 0.53% hits | Potency, µM (series often up to 107 µM), for inactives: top-dose activity, negative = inhibition, most hits filed as inhibitors | purified Pol kappa, fluorescent DNA synthesis assay, 10 min; note: potency is the fitted concentration of half-maximal effect; % is set by controls: 0 for no effect and ±100 for the full control effect
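Pol kappa 10 nM + cpd, 15 min RT; start w/ substrate 50 nM final; fluorescence kinetic read, 0 and 10 min. Neg ctrl: buffer, no enzyme.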
ERG Ets-DNA blk – blocks human ERG Ets domain binding to DNA; P11308; fluorescence polarization, His-ERG Ets domain / labelled DNA; Potency, µM (highest dose often 76.9 µM), inactives show at the highest dose FP activity, negative = inhibition, actives largely listed as inhibitors; 370,000 compounds, 0.028% hits; active = well fitted inhibition curve with a large enough effect in the polarisation, with a control signal flat; inconclusive = small, poorly fitted or top-dose-only effect, or effect the other way, or a change in a side signal; inactive = no such curve, though single readings can be large or run the other way; the % refers to the polarisation;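 note: polarization taken with two DNA probes labelled with fluorescein and Texas red; potency is the fitted concentration of half-maximal effect; % of control where 0% means no effect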
Target sequence (P11308 whole entry, looked up, the tested form may be a part): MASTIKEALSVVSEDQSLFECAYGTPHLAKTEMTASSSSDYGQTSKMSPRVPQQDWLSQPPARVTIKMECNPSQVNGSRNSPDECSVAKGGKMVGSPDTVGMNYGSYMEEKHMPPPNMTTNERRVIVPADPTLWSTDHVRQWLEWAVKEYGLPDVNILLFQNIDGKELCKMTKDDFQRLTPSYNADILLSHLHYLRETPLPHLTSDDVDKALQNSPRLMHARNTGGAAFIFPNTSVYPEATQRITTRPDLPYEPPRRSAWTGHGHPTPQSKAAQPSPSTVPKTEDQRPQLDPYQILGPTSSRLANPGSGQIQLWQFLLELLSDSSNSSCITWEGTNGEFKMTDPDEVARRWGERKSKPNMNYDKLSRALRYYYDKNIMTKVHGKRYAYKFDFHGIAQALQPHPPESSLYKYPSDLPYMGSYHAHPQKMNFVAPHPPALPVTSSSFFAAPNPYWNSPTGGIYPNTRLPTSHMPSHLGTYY
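His-tagged ERG Ets domain (1 uM in the protein solution; 300mM KCl, 50mM Tris-HCl, 1mM EDTA, 1mM DTT, pH 7.5) received compound, then a probe mix of 5 nM fluorescein-DNA and 100nM Texas-615-DNA. Fluorescence polarization was read for both dyes.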
POLH inh – blocks human DNA polymerase eta activity; recombinant Pol eta, fluorescent DNA replication assay; Potency, µM (top dose mostly 114 µM), for the others: at the highest dose activity change, negative = inhibition, hits mostly inhibitors; 390,000 compounds, 1.2% hits; AID 588591; note: potency is the fitted concentration of half-maximal effect; % is set by controls: 0 for no effect and ±100 for the full control effect
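Fluorescent replication assay: 50 nM final substrate added after a 15 min room-temperature compound preincubation with 10 nM enzyme. Signal taken at 0 min and again at 10 min.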
12-LOX inh – inhibitors of human 12S-lipoxygenase ALOX12 | P18054 | AID 1671190 | Potency, µM (doses to about 108 µM), for the others: at the highest dose activity change, negative = inhibition, actives largely listed as inhibitors | purified 12hLO, xylenol orange hydroperoxide absorbance | 580,000 compounds, 1.1% hits; note: potency is the fitted concentration of half-maximal effect; % is set by controls: 0 for no effect and ±100 for the full control effect
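Purified human 12hLO at 150 nM in 25 mM Hepes, 0.01% Triton X-100, pH 7.0, preincubated 15 min at room temperature with compound. Reaction started with 40 uM arachidonic acid, 30 min at room temperature. Hydroperoxide measured by Fe-xylenol orange, 573/405 nm absorbance ratio.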
POLB inh – DNA polymerase beta (human) inhibition. AID 485314. Potency, µM (series often up to 114 µM), inactives show top-dose activity change, negative = inhibition, most hits filed as inhibitors. 340,000 compounds, 1.3% hits. P06746. Pol beta primer extension/strand displacement, fluorescence kinetic; note: potency is the fitted concentration of half-maximal effect; % is set by controls: 0 for no effect and ±100 for the full control effect
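Kinetic readout of DNA synthesis with strand displacement by Pol beta. Compound and 10 nM enzyme sit 15 min at room temperature; 50 nM substrate starts the reaction, read immediately and at 10 min.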
APEX1 inh – blocks human APE1 abasic DNA cleavage; Potency, µM (titrated, usually from 65.8 µM), for inactives: at the top dose activity change, negative = inhibition, most hits filed as inhibitors; recombinant APE1, TAMRA/BHQ-2 abasic DNA cleavage fluorescence; P27695; 350,000 compounds, 0.35% hits;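 note: potency is the fitted concentration of half-maximal effect; plate controls were vehicle for no effect and reference inhibitor for full effect; nearly all actives have a fitted effect of over 55% in size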
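Substrate: short duplex with […] THF abasic site, 5'-TAMRA and 3'-BHQ-2, 50 nM final. APE1 at 0.75 nM, preincubated 15 min RT with compound. Fluorescence increase from first to third read measured activity.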
RGS4 inhibitor – inhibitors of human regulator of G protein signaling 4; Potency, µM (highest dose often 114 µM), for the others: at the highest dose activity change, negative = inhibition, most hits filed as inhibitors; Transcreener GDP fluorescence polarization, RGS4-accelerated GTP hydrolysis; 390,000 compounds, 0.039% hits; P49798; AID 504845; note: potency is the fitted concentration of half-maximal effect; % is set by controls: 0 for no effect and ±100 for the full control effect; nearly all actives have a fitted effect of over 75% in size; some results filed as inactive show a strong effect at the top dose
Target sequence (P49798 whole entry, looked up): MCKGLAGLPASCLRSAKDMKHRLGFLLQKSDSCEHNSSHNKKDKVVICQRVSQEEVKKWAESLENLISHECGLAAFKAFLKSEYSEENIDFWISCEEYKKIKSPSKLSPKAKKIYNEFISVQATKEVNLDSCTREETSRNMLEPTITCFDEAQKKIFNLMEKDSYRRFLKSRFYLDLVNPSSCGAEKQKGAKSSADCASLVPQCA
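MLSMR compounds (23 nl, pin-transferred) preincubated 10 min at room temperature with a 500nM (2x) first reagent, then RGS4 at 900nM (2x) plus Transcreener GDP mix added; fluorescence polarization (620/688 nm) read before and after 90 min at 30 °C.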
* = called active by the depositor; ? = inconclusive; / = not tested or not shown; [ ] = dose if it differs, or a comment. Unless noted, calls come from the whole dose curve; as a rule, active = well fitted curve in the direction sought with a large enough effect; inconclusive = small, poorly fitted or top-dose-only effect, or another doubt; inactive = no such curve, though single readings can be large; an effect the other way counts as inactive or inconclusive. The list is partial; rates above refer to the full screens.

compound | Anesthetic bind | LDHA block | Pol kappa inh | ERG Ets-DNA blk | POLH inh | 12-LOX inh | POLB inh | APEX1 inh | RGS4 inhibitor
O=C(Nc1ccsc1C(=O)O)c1ccccc1 | 4% | -5 | 1% | 16% | -12% | 0% | -20% | 6% | -6%
O=S(=O)(Nc1ccc(F)cc1Cl)c1ccc(-c2cnc(C3CC3)o2)cc1 | ? | 1 | 5% | 2% | ? | 11% | -24% | 45% | 12%
Cc1ccc(C(=O)N2C3C=CC(C3)C2(C(F)(F)F)C(F)(F)F)cc1 (centres undefined) | ? | -3 | -3% | -4% | -2% | 1% | 24% | 20% | 1%
O=C(NCCN1CCOCC1)c1ccccc1[N+](=O)[O-] | -6% | -3 | 0% | -7% | -9% | 0% | 15% | -5% | 16%
COc1ccccc1N/C=C/C(=C(C#N)C#N)N(C)C | -12% | -7 | 0% | 12% | -20% | -10% | 38% | 12% | -2%
COc1cc(NC(=O)C2C3C=CC(C3)C2C(=O)O)ccc1NC(=O)c1ccccc1 (centres undefined) | -13% | -8 | -23% | -1% | -11% | -1% | 24% | 15% | 16%
O=C(NC1CCCC1)C1CCN(C(=O)c2cc(Cl)ccc2Cl)CC1 | -4% | -7 | -6% | 10% | -22% | 0% | 37% | 12% | 9%
Cc1cc(C(=O)CN2CCCCC2)c(C)n1-c1ccc(F)cc1 | -5% | 2 | -4% | 5% | -15% | -9% | 22% | 15% | -2%
COc1ccc(-n2c(/C=C/c3ccccc3F)nc3cc(OC)c(OC)cc3c2=O)cc1Cl | 7% | -6 | -7%[60.1 µM] | 4% | -17% | -10% | 19% | / | 21%
O=C(CN1CCN(Cc2ccccc2)CC1)NC(c1ccccc1)c1ccccc1 | 6% | -25 | -2% | -24% | -7% | ? | -1% | 11% | 18%
O=[N+]([O-])c1ccc(C(O)CN2CCN(c3ccccc3)CC2)cc1 (centres undefined) | -2% | -4 | -5% | 5% | -10% | 0% | 1% | 11% | 2%[56.9 µM]
CCn1c(Cc2ccc(OC)cc2)nnc1SCC(=O)NC1CC1 | -3% | -4 | 3% | -4% | -18% | 2% | 6% | 26% | -14%
O=C(Nc1nnc(CCc2ccccc2)s1)c1ccc(F)cc1 | -3% | 4 | -12% | -3% | -16% | 8% | -4% | 13% | -6%
Cc1ccc(CC(=O)NCC2CCCCC2)cc1 | -23% | -1 | -5% | 11% | -6% | / | 2% | 32% | -34%
O=C(CCc1nnc(CCC2CCCCC2)o1)NCCc1ccccn1 | -21% | -7 | 5%[60.1 µM] | -2% | -1% | -3% | 4% | -3% | -3%
CCc1ccc2c(c1)CCCN2C(=O)c1ccccc1C(=O)O | -11% | 18 | -29% | -7% | -14% | -20% | -1% | -2% | -13%
OC(Cc1cccnc1)c1ccccc1 (centres undefined) | / | -2 | -13% | 11% | -16% | 19% | / | / | 19%
O=C(O)C1C2C=CC(C2)C1C(=O)Nc1ccc(C(=O)N2CCCCC2)c(Cl)c1 (centres undefined) | -15% | -2 | 4% | 6% | 9% | -18% | -17% | 1% | 12%
COc1cccc(-c2nnc(SCN3C(=O)c4ccccc4C3=O)n2C)c1 | -11% | -2 | 2% | -1% | -15% | -1% | 4% | 0% | 12%
COc1ccc(NC(=O)c2nn(C)c(=O)c3ccccc23)cc1S(=O)(=O)Nc1ccccc1Cl | -12% | 0 | 10% | -12% | -3% | 0% | -1% | -2% | 0%
CC1=C(C(=O)OC(C)C)C(c2c(O)ccc3ccccc23)NC(=O)N1 (centres undefined) | -7% | -2 | 13% | 15% | -9% | 13% | 3% | 0% | 4%
COc1ccc(-c2csc(C)n2)cc1 | -15% | -2 | -8% | -1% | -13% | -9% | 8% | 1% | 23%
COc1ccc(C(=O)NCc2cn3c(C)csc3n2)cc1OC | -12% | -11 | 5% | / | 2% | -9%[57.4 µM] | 29% | -4% | 12%
O=C(CCN1C(=O)c2ccccc2S1(=O)=O)N1CCN(c2ccccc2)CC1 | -15% | -6 | -5% | -3% | -19% | ? | 5% | -3% | ?
Cc1cc(C)nc(SCC(=O)Nc2ccc(S(=O)(=O)Nc3cc(C)on3)cc2)n1 | / | -1 | -6% | -11% | -9% | 497%[activator] | / | / | -5%
CCOc1ccc(CCNC(=O)COC(=O)c2cc(OC)c(OC)cc2[N+](=O)[O-])cc1OCC | / | 1 | -20% | -1% | -1% | 12% | / | 0% | 24%
COC(=O)c1cn(Cc2c(C)cc(C)cc2C)nn1 | -9% | -13 | -19% | / | -21% | -6% | -3% | -5% | 15%
COc1ccc2o/c(=N\O)c(C(=O)Nc3ccc(C)cc3)cc2c1 | -11% | -2 | 7% | -1% | 0% | 0% | 0% | -6% | -35%
CCCNc1ncnc2c1cnn2C1CCCCO1 (centres undefined) | / | -2 | -7% | ? | -10% | 17% | / | / | -1%
O=C(COc1ncnc2cc(Cl)ccc12)c1ccc2c(c1)OCCO2 | -1% | -3 | -1% | 21% | 1% | 178%[activator] | ? | -1% | 4%
N#Cc1c2n(c(=S)n(-c3ccccc3)c1=O)CCCCC2 | -14% | 3 | 2% | 18% | -9% | -2% | -1% | 0% | -29%
Cc1ccc(C(=O)NC(=S)NNC(=O)c2cccc([N+](=O)[O-])c2)cc1 | -6% | 1 | -25% | -4% | -21% | ? | 55%[activator] | -14% | -32%
COc1cc(CN2CCN(Cc3cn(C)c4ccccc34)CC2CCO)cc(OC)c1 (centres undefined) | -6% | -2 | 4% | 14% | -19% | -17% | 20% | 12% | -16%
CCOC(=O)Cn1nc(C)c(NC(=O)c2ccc(Cl)c([N+](=O)[O-])c2)c1C | -7% | -5 | -3% | 6% | -7% | -5% | -10% | 0% | 36%
NS(=O)(=O)c1ccc(CCNC(=O)CSc2nnc3ccccn23)cc1 | -7% | -1 | 2% | -11% | -9% | 0% | -12% | -2% | 11%
CCCCCC(=O)Nc1cc(S(=O)(=O)N2CCOCC2)ccc1N1CCCCC1 | / | 2 | 4% | 6% | -29% | -12% | / | 3% | -6%
CC(=O)N(Cc1cccnc1)c1nc2cc(C)cc(C)c2s1 | ? | 2 | -2%[60.1 µM] | 1% | -21% | -26% | 0% | / | -32%
CCc1nonc1NC(=O)c1oc2c(C)c(C)ccc2c1C | -3% | -3 | -14% | -1% | -23% | -8% | 13% | 6% | -7%
COc1ccc(C(=O)NC2CCCc3ccccc32)cc1OC1CCN(C(C)=O)CC1 (centres undefined) | -15% | 1 | 12% | 1% | -7% | -25% | 21% | 78%[activator] | -6%[56.9 µM]
Cc1cc(S(=O)(=O)Nc2ccc(N3CCOCC3)cc2)ccc1Br | -5% | 7 | -8% | -5% | -18% | ? | 0% | 20% | 1%
CCCN(CC(=O)Nc1ccc(F)c(F)c1F)C(=O)c1ccc(=O)n(Cc2ccccc2)n1 | / | -7 | -7% | 5% | -1% | ? | / | 6% | -7%
Cc1sc2ncnc(N[C@@H](Cc3ccccc3)C(=O)O)c2c1C | 0% | -7 | -1% | 11% | 0% | -12% | 6% | -12% | -7%
Cc1oc2c(CN3CCCCC3C)c(O)ccc2c(=O)c1-c1ccccc1 (centres undefined) | 5% | -1 | -11%[60.1 µM] | -5% | 5% | 5% | -1% | -11% | 15%
Cn1cc(S(=O)(=O)CC(=O)Nc2ccc(Br)cc2)c2ccccc21 | -8% | -2 | 10% | -8% | -22% | ? | 28% | -4% | 13%
C[C@H](CO)N1C[C@H](C)[C@@H](CN(C)Cc2ccc(C(=O)O)cc2)Oc2c(NC(=O)Cc3ccccc3)cccc2C1=O | / | -13 | -18% | 2% | -18% | 0% | / | 3% | 25%
CC(C)CC(C(=O)OCC(=O)Nc1cccc(Cl)c1)N1C(=O)C2CC=CCC2C1=O (centres undefined) | -2% | 2 | 0% | -3% | -11% | -10% | -18% | -5% | 9%
Cc1cc(=O)[nH]c(NN=C2CCC(C(C)(C)C)CC2)n1 (centres undefined) | 2% | 2 | -5% | 9% | -24% | 13% | -7% | -6% | -16%
Cc1cccc(Cc2nnc(CCC(=O)N3CCCCC3c3nccs3)o2)c1 (centres undefined) | -9% | -11 | -7% | 1% | -12% | 26% | -13% | -1% | 35%
Cc1oc2c(O)c(O)ccc2c(=O)c1-c1cnn(-c2ccccc2)c1 | -21% | 22 | 40µM* | 1% | ? | ? | 3% | -6% | -39%
CC1=NN(C(N)=S)C(=O)C1N=Nc1ccc(C)cc1C (centres undefined) | ? | / | / | / | / | 0% | 2% | 7% | /
C=CCn1c(C)cc(C(=O)COc2ncnc3sccc23)c1C | -18% | 0 | -14% | / | 6% | 3% | 27% | -4% | 8%

Pulled by structure from above, two records:
compound | Anesthetic bind | LDHA block | Pol kappa inh | ERG Ets-DNA blk | POLH inh | 12-LOX inh | POLB inh | APEX1 inh | RGS4 inhibitor
C[C@H](CO)N1C[C@H](C)[C@@H](CN(C)Cc2ccc(C(=O)O)cc2)Oc2c(NC(=O)Cc3ccccc3)cccc2C1=O | / | -13 | -18% | 2% | -18% | 0% | / | 3% | 25%
CC1=NN(C(N)=S)C(=O)C1N=Nc1ccc(C)cc1C (centres undefined) | ? | / | / | / | / | 0% | 2% | 7% | /

Bioassay records: PubChem, National Center for Advancing Translational Sciences (NCATS)
